Candida biofilm: kills Candida albicans biofilms; actives 0.14% (n = 85,000); inhibition, % at 6 µM; AID 834; C. albicans biofilm + clotrimazole, Alamar Blue;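 active = inhibition above 20%; inactive = inhibition below 20%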;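 also: preformed 24 hr biofilms exposed to compound for 48 hr; 0% = biofilm without compound and 100% = blank killed by clotrimazole plus chlorhexidine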
Smad3 FoxH1 inh: inhibitors of human Smad3 transcription factor binding; TR-FRET Smad3/Dy647-FoxH1 peptide binding, europium anti-His; AID 630; inhibition, % at 25 µM; actives 0.29% (n = 88,000); P84022;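 active = compounds that reduce the energy-transfer binding signal between the protein and its labelled peptide by more than half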;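 also: 0% = Smad3 plus labelled peptide maximal FRET and 100% = peptide-only background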
sEH inh: inhibitors of human soluble epoxide hydrolase; P34913; recombinant human sEH enzymatic activity assay; inhibition, % at 2 µM; actives 0.34% (n = 91,000); AID 707; in the data active = inhibition above about 80%; also: values of inactives mirror those of a sister screen read the other way; many of its hits are not listed in these tables
Target sequence (P34913 whole entry, looked up): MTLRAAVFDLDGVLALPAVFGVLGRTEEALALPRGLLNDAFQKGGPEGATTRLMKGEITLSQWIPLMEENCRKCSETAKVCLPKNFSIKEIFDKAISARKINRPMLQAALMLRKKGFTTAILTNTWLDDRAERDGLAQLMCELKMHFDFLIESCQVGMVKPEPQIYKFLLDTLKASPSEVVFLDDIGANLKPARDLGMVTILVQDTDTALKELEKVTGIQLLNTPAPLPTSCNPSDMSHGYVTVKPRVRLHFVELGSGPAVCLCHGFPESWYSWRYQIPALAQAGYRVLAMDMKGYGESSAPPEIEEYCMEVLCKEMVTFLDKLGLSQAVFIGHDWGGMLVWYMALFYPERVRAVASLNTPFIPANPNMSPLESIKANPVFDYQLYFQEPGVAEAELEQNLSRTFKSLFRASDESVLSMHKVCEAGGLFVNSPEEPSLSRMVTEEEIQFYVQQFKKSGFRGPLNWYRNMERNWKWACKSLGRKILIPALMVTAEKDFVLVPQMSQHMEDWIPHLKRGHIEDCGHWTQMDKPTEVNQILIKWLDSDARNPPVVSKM
VCAM1 TNFa inh: reduces TNF alpha induced VCAM1 expression in HUVEC. HUVEC TNFa-induced VCAM-1 immunofluorescence, high-content imaging. inhibition, % at 2 µM. actives 0.48% (n = 95,000);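 active = inhibition above the batch mean plus 3 SD, with images confirmed as a hit by eye, cut at about 37% in these data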;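 also: 0% = TNF-stimulated DMSO wells and 100% = unstimulated control wells; not every result past the cut was called active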
cytoskel mod: cytoskeleton assembly modification; HUVEC TNFa F-actin phalloidin imaging, high content; inhibition, % at 2 µM; actives 0.18% (n = 91,000); AID 836;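 active = inhibition above the batch mean plus 3 SD and confirmed as a hit by visual image inspection, cut at about 30% in these data, passing the limit was not always enough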; also: strong numbers were not always called active
TNFa cytotox: toxic to HUVEC cells under TNF alpha stimulation | cell count reduction, % at 2 µM | actives 0.17% (n = 93,000) | HUVEC TNFalpha-stimulated, Hoechst cell count, imaging;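 active = cell count reduction exceeding the screen mean by over 5 SD, scaled to untreated wells per plate, cut at about 78% in these data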;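 also: cells counted after 24 h of TNF alpha exposure following the 1 h pretreatment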
sEH activator: increases human soluble epoxide hydrolase activity | activation, % at 2 µM | AID 717 | P34913 | actives 0.04% (n = 91,000) | purified human sEH enzymatic activity, activator screen; in the data active = activation above about 37%; also: values of inactives mirror those of a sister screen read the other way
HUVEC tox IL1B: HUVEC cytotoxicity counter-screen, IL-1B stimulated | actives 0.41% (n = 94,000) | HUVEC cell count loss, Hoechst imaging | cell count reduction, % at 2 µM;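 active = cell count reduction more than 3 SD above the screen-wide mean, cut at about 70% in these data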;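 also: normalized per plate to untreated control cells as the no-loss baseline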
ERb coact inh: ER-beta (human) coactivator binding inhibition | inhibition, % at 25.6 µM | actives 1.3% (n = 86,000) | TR-FRET ER-beta LBD / SRC1-Cy5 peptide binding; receptor agonist-loaded with 1 µM estradiol;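 active = compounds whose percent inhibition of the receptor-coactivator binding signal exceeds about 50% in the single-dose screen, limit read from the data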;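 also: 0% = receptor plus peptide wells without compound and 100% = peptide-only wells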
Target sequence (Q92731 whole entry, looked up, the tested form may be a part): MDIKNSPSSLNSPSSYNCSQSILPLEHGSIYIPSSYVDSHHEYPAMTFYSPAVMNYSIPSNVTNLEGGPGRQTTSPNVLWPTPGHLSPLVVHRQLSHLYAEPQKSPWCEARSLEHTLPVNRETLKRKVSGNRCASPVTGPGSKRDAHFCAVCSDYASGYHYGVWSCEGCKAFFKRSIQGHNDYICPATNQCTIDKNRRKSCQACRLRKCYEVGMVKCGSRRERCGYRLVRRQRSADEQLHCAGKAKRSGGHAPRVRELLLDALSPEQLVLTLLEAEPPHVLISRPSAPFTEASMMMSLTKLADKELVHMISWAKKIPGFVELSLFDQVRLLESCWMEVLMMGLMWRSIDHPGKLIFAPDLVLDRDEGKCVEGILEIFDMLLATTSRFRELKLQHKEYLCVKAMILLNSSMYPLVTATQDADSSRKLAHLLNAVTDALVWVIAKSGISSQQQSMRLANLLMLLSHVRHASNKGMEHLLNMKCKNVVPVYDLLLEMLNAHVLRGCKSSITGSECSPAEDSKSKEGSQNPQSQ
* marks the source's active call; other numbers are inactive results; nt = not tested or not shown; [ ] = dose if it differs, or a comment. This is a subset (hit frequency here may not be typical).

SMILES	Candida biofilm	Smad3 FoxH1 inh	sEH inh	VCAM1 TNFa inh	cytoskel mod	TNFa cytotox	sEH activator	HUVEC tox IL1B	ERb coact inh
O=C(CCS(=O)(=O)c1cccs1)Nc1ccc(C(=O)NCc2ccccc2)cc1	2	7	-3	-2	-2	12	5	-15	2
C#CC[N+]1(CC#Cc2ccc(C#CC[N+]3(CC#C)CCOCC3)cc2)CCOCC1	-4	3	0	6	2	-7	-1	-20	60*[fluorescence artefact?]
COc1ccc(OC)c(S(=O)(=O)N(C)CC(=O)Nc2cc(Cl)ccc2OC)c1	-1	-8	3	13	0	12	-3	-9	-3
O=c1c2ccccc2nc2sc3ccccc3n12	nt	nt	-15	-1	2	8	12	24	nt
CC(=NCCCn1ccnc1)c1c(O)n(Cc2ccccc2)c(=O)[nH]c1=O	-4	-10	0	10	0	-7	2	10	0
COC(=O)c1ccc(OC(=O)C2CC(=O)N(c3cccc(C)c3)C2)cc1 (stereo unspecified)	5	5[fluorescence artefact?]	3	4	0	-14	1	-23	-19
Cc1ccc(CNC(=O)C2CCC(=O)N2CCc2ccccc2)cc1 (stereo unspecified)	5	-17	5	10	8	17	-6	10	21[fluorescence artefact?]
COc1ccc(N2CCN(C(=O)c3cn(C)c(=O)c4c3c3ccccc3n4C)CC2)cc1	8	9	10	12	20	-12	-10	14	-5
Cc1ccccc1N/C=C/C(=C(C#N)C#N)N(C)C	nt	nt	-13	5	0	-10	12	-2	nt
Cc1ccc(C(=O)CC2(O)C(=O)N(CN3CCOCC3)c3ccccc32)cc1 (stereo unspecified)	2	-2	8	4	8	-21	-8	-5	3
CN(C)CCN1C(=O)c2oc3ccc(F)cc3c(=O)c2C1c1ccncc1 (stereo unspecified)	nt	nt	nt	10	20	-19	nt	2	nt
COc1ccccc1NS(=O)(=O)c1ccc(O)c(C(N)=O)c1	-2	0	-9	-1	18	-11	7	12	-5
CCc1ccc(CCC(=O)Nc2sc(C)c(C)c2C(=O)OC)o1	-5	14[fluorescence artefact?]	-5	1	-4	2	4	-6	-1
Cn1c(=O)c2ncn(CC(=O)NCCOc3ccc(C(C)(C)C)cc3)c2n(C)c1=O	6	-4	7	11	-2	-6	-5	8	0
COc1ccc(C(=O)CSc2cc(C)nc(SCC(=O)c3ccc(C)cc3)n2)cc1	-3	-7	2	21	4	-8	4	-19	7
CC(=O)Nc1nonc1-c1nc2ccccc2n1Cc1ccccc1	nt	nt	0	4	9	-11	3	-7	nt
COCC(=O)N(Cc1cc2ccccc2[nH]c1=O)c1ccccc1OC	3	7	nt	16	29	-48	nt	1	-3
COc1cccc(C(=O)N2CCN(Cc3ccco3)CC2)c1OC	7	3	9	8	18	-23	-11	2	2
Cc1cc(C(F)F)n2nc(C(=O)Nc3ccc(S(=O)(=O)N4CCCC4)cc3)nc2n1	6	3	12	-1	3	-6	-8	-8	-19[fluorescence artefact?]
CC(C)(C)n1nnnc1C(c1cccc(C#N)c1)N1CCN2CCCC2C1 (stereo unspecified)	1	-8	7	18	-6	-21	-5	-29	-3[fluorescence artefact?]
COCCN(CC(=O)Nc1ccccc1)S(=O)(=O)c1ccc(S(=O)(=O)N2CCCC2)cc1	9	-2	10	-10	3	-33	-12	-13	-2
O=S(=O)(Nc1ncnc2sc3c(c12)CCC3)c1ccc2ccccc2c1	-4	0	-25	1	-12	6	23	5	53*
CS(=O)(=O)N1CCC(C(=O)c2cccc(Cl)c2)CC1	13	-4	-9	9	-19	14	12	-3	-2
CCOc1ccc(NC(=O)CSc2nnc(C)n2CCCOC)cc1	7	-5	-16	18	12	-45	15	6	-1
Cc1[nH]nc(N=CC2=C(O)CC(c3ccco3)CC2=O)c1-c1ccccc1 (stereo unspecified)	5	6	-3	11	17	-17	3	5	-1
CCCCCn1c(SCCOCC)nc2c1c(=O)[nH]c(=O)n2C	9	3	3	0	-9	-7	0	1	7
O=C(c1nn2cccnc2c1Cl)N1CCN(c2ccccc2)CC1	10	-3	4	19	-1	-13	-3	-55	-3
COc1ccc(Br)cc1CNC(=O)C1CCC(=O)N1C(C)C (stereo unspecified)	7	11	-16	-4	19	-28	15	4	-8
Cc1cc(NC(=O)c2cc3n(n2)C(C(F)(F)F)CC(c2ccco2)N3)no1 (stereo unspecified)	-1	-6	nt	13	-13	-30	nt	20	18[fluorescence artefact?]
COc1ccc(CSc2nncn2N)cc1Br	6	15	nt	-8	-11	-13	nt	1	0[fluorescence artefact?]
CCOc1ccccc1OCC(=O)Nc1nnc(COC)s1	nt	nt	0	0	7	9	3	19	nt
COc1ccccc1NC(=O)CN1CCN(CC(=O)Nc2cc(NC(C)=O)ccc2OC)CC1	11	-14	-6	-3	18	-9	7	7	5[fluorescence artefact?]
Cc1ccc(NS(=O)(=O)c2ccc(NC(=O)c3cccs3)cc2)cc1	nt	nt	9	-2	25	-2	-6	-16	nt
COC(=O)c1sc(NC(=O)COc2ccc(OC)cc2)nc1C	nt	nt	10	-26	4	-1	-7	-8	nt
O=c1c2ccccc2c2c(O)nc(-c3ccccc3)n2n1Cc1ccccc1	nt	nt	-4	-4	3	-14	2	-19	nt
COc1ccc(CNC(=O)C2CCN(C(=O)N(C)C)CC2)c(OC)c1	4	-2	33	15	0	-4	-31	-8	1
O=C(CN1CCN(S(=O)(=O)c2ccc(F)cc2)CC1)Nc1cccc(C(F)(F)F)c1	10	5	-6	2	3	-17	4	13	-6
Cc1cccc(C)c1NC(=O)C(c1ccc([N+](=O)[O-])cc1)N1CCCCC1 (stereo unspecified)	nt	nt	-4	-4	3	8	6	-17	nt
O=C(CSc1nccc(=O)[nH]1)Nc1ccc(Br)c(Cl)c1	4	3	1	6	-4	-23	-2	4	-11
Cc1ccc2nc(NC(=O)CCn3c(=O)sc4ccccc43)sc2c1	9	-5	nt	7	-17	-15	nt	6	0
CCCCn1c(SCC(N)=O)nc2c(sc3ccccc32)c1=O	2	-22	-4	-5	4	7	1	-8	24[fluorescence artefact?]
COc1ccc(-c2cc(C(F)(F)F)nc(NCc3cccnc3)n2)cc1	5	14	9	6	-13	-7	-9	-2	-10
O=C(CN(C1CCCCC1)S(=O)(=O)c1ccc(Cl)cc1)N1CCOCC1	-1	13	-1	19	2	-4	1	nt	6
CN1CCN(c2nc3ccccc3nc2C(C#N)C(=O)OC2CCCCC2)CC1 (stereo unspecified)	5	6	7	10	5	-31	-7	-106	2
CC1(C)CC(=O)c2c(n(-c3cccc4ccccc34)ccc2=O)C1	-2	-2	0	5	2	36	0	18	-2
COc1cc(OC)c(OC)cc1/C=N/NC(=O)c1cc(-c2cccn2C)n[nH]1	nt	nt	14	0	-11	2	-11	-14	nt
COc1ccc(NC(=O)c2cccnc2N2CCCC2)cc1	5	1	3	20	-18	-2	-3	0	-1
Cc1nn(-c2ccccc2)c2sc(C(=O)N3CCCCC3)cc12	8	14	nt	12	12	-7	nt	-10	-3
Cn1c(=O)n(CC(=O)Nc2ccc(F)cc2)c2ccccc21	2	24[fluorescence artefact?]	-4	-11	-5	nt	9	-23	-11
CCOC(=O)COn1c(=O)c(C)[n+]([O-])c2ccccc21	6	-1	2	9	-19	15	-3	18	14
Cc1ccc(/C=[N+](/[O-])C2SC(=S)N(C)C2(C)C)cc1 (stereo unspecified)	3	10	-5	0	18	3	9	22	-6
CCOC(=O)C1CCCN(CCC(=O)Nc2c(C(=O)OC)[nH]c3cc(OC)ccc23)C1 (stereo unspecified)	5	11	-23	-23	7	-19	24	-40	-8
Cc1nn2c(c1-c1ccc(Cl)cc1)N=C(c1ccco1)CC2c1ccccc1 (stereo unspecified)	6	6	-8	-4	17	0	7	-7	-4
Cc1cccc(-c2nnn(CC/C(N)=N/O)n2)c1	5	-11	15	-20	9	-29	-14	-25	1
c1ccc(-c2cc(-c3nnc4n3N=C(c3ccc5ccccc5c3)CS4)[nH]n2)cc1	nt	nt	7	1	14	-6	-7	-27	nt
O=C1NCC(c2ccccc2)C1C(=O)N/N=C\c1ccc(-c2ccc(Cl)c(Cl)c2)o1 (stereo unspecified)	2	6	6	8	-11	-25	-4	5	-2
CCOc1ccccc1-n1c(SCC(=O)Nc2nccs2)nnc1-c1ccoc1C	-5	-5	2	-3	-45	0	-1	-27	1
Cc1cc(=O)oc2n[nH]c(-c3ccccc3)c12	2	1	nt	-5	-20	-27	nt	0	-17
COc1cc(S(=O)(=O)N2CCOCC2)ccc1F	3	-2	5	5	-22	-20	-7	-10	-1
CCC(C)(C(=O)Nc1ccc2c(c1)OCCO2)N(C(C)=O)c1ccc(C(N)=O)cc1 (stereo unspecified)	7	6	2	12	-7	-43	-2	9	-1[fluorescence artefact?]

An excerpt of these results, bar-delimited:
mol | Candida biofilm | Smad3 FoxH1 inh | sEH inh | VCAM1 TNFa inh | cytoskel mod | TNFa cytotox | sEH activator | HUVEC tox IL1B | ERb coact inh
Cc1nn2c(c1-c1ccc(Cl)cc1)N=C(c1ccco1)CC2c1ccccc1 (stereo unspecified) | 6 | 6 | -8 | -4 | 17 | 0 | 7 | -7 | -4
Cc1cccc(-c2nnn(CC/C(N)=N/O)n2)c1 | 5 | -11 | 15 | -20 | 9 | -29 | -14 | -25 | 1
c1ccc(-c2cc(-c3nnc4n3N=C(c3ccc5ccccc5c3)CS4)[nH]n2)cc1 | nt | nt | 7 | 1 | 14 | -6 | -7 | -27 | nt
O=C1NCC(c2ccccc2)C1C(=O)N/N=C\c1ccc(-c2ccc(Cl)c(Cl)c2)o1 (stereo unspecified) | 2 | 6 | 6 | 8 | -11 | -25 | -4 | 5 | -2

Following part:
SMILES	Candida biofilm	Smad3 FoxH1 inh	sEH inh	VCAM1 TNFa inh	cytoskel mod	TNFa cytotox	sEH activator	HUVEC tox IL1B	ERb coact inh
COc1cc2[nH]c(=O)n(CCCCCC(=O)N3CC=C(c4ccccc4)CC3)c(=O)c2cc1OC	nt	3	14	2	11	-24	-16	5	1
Cc1ccccc1C(=O)Nc1ccccc1-c1nnn(CC(=O)Nc2ccc3c(c2)OCCO3)n1	nt	nt	8	10	11	-7	-7	44	nt
COC(=O)c1cc(OC)c(OC)cc1NC(=O)C(C)Sc1ccc(C)cc1 (stereo unspecified)	nt	nt	3	3	-17	-12	-3	-13	nt
O=C(O)C(F)(F)S(=O)(=O)O	10	13	-5	-7	17	-6	6	-1	6
CCCc1nnc(SCC(=O)N2CCCCC2C)n1CC1CCCO1 (stereo unspecified)	1	-7	-14	4	-12	-22	13	-19	-14
CCOC(=O)C1CCCN(Cc2cccs2)C1 (stereo unspecified)	5	3	10	-19	9	-14	-10	nt	3
Cc1ccc(C)n1NC(=O)c1ccc(Cl)cc1Cl	2	6	-3	1	-27	-6	7	-20	-7
Cc1ccc(C)c(Cn2c(CO)nc3ccccc32)c1	3	10	1	22	-8	-13	-1	-3	-9
O=C(NCCC1=CCCCC1)C(c1ccccc1)c1ccccc1	nt	nt	32	-2	10	nt	-30	22	nt
Cn1nnc(-c2ccc(OCc3ccccc3F)cc2)n1	8	1	-7	-5	-20	5	7	2	-2
COc1ccc(OCC#CCNC(C)(C)C)cc1	10	-17	11	20	-3	-8	-10	-11	4[fluorescence artefact?]
Cc1cccc(OCCn2c(=O)sc3ccccc32)c1	4	7	12	0	6	-1	-9	-12	-8
COc1ccc(C(=O)N2CCN(c3ncnc4c(-c5ccccc5)nsc34)CC2)cc1	nt	nt	-5	6	-5	6	8	11	nt
COc1ccc(C2C(Oc3ccccc3)C(=O)N2c2cc(C)ccc2C)cc1OC (stereo unspecified)	nt	nt	-14	-9	7	-8	15	8	nt
COc1ccc(S(=O)(=O)N(CC(=O)N2CCOCC2)Cc2ccccc2)cc1	9	0	36	-19	-4	nt	-33	-3	15
C=CCNC(=O)c1snnc1-c1ccccc1	5	-7	4	6	-2	-3	-6	-2	-2
Cc1nn(CC(=O)NCc2ccccc2)c(C)c1[N+](=O)[O-]	nt	nt	0	-19	-10	23	4	9	nt
CCCCOc1ccc(-c2nc(=S)[nH][nH]2)cc1	7	2	11	-7	-2	-25	-12	2	-19

Screening data: PubChem BioAssay, several laboratories
